Screens (PubChem)
KB-V1 cytotox: qHTS assay for MDR1-selective chemotherapeutics: Primary screen using the drug-selected MDR subline cells KB-V1 | KB-V1 MDR cells viability, CellTiter-Glo, 72 h | Potency, µM (doses to about 46.1 µM), without a hit: at the top dose activity change, negative = cytotoxicity, usual class: cytotoxic | 400,000 compounds, 3.4% hits; note: % is set by controls: 0 for no effect and ±100 for the full control effect; nearly all actives have a fitted effect of over 60% in size
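Following 72 h at 37 degrees C with compound, KB-V1 cell viability was read by CellTiter-Glo luminescence, medium being phenol-red-free DMEM plus 10% FBS; concentration-response parameters came from normalized, curve-fitted qHTS data.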
HT1080 IDH1KD tx: qHTS for induction of synthetic lethality in tumor cells producing 2HG: qHTS for the HT-1080-IDH1KD cell line; HT-1080 IDH1 knockdown viability, ATP luminescence, 48 h; Potency, µM (top dose mostly 46.1 µM), for inactives: top-dose activity, negative = toxicity, most hits filed as cytotoxic; 360,000 compounds, 2% hits; AID 686971, 2013;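 note: 0% = DMSO wells and -100% = cell-free medium wells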
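Viability of IDH1-knockdown HT-1080 fibrosarcoma cells was assessed by CellTiter-Glo after 48 h at 37 °C with titrated compound; concentration-effect curves were classified by fit quality and response size.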
SW480 rerep: A quantitative high throughput screen for small molecules that induce DNA re-replication in SW480 colon adenocarcinoma cells; SW480 DNA re-replication, Hoechst DNA content imaging, 48 h; Potency, µM (titrated, usually from 46.1 µM), without a hit: at the top dose re-replication activation, most hits filed as activators; 340,000 compounds, 1.8% hits; note: % of control where 0% means no effect; nearly all actives have a fitted effect of over 55% in size
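Per well, 250 cells were exposed to pinned compound for 48 hr. Nuclear DNA was visualised with Hoechst (40 min, 37 C) and total object intensity recorded by fluorescence scanning.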
TDP43 rescue: qHTS of TDP-43 Inhibitors; 410,000 compounds, 1.8% hits; TDP-43 expressing yeast growth rescue, BacTiter-Glo, 24 h; Potency, µM (highest dose often 46.1 µM), for the others: at the highest dose growth rescue (activation), actives largely listed as activators; AID 652104, 2013; note: % of control where 0% means no effect; nearly all actives have a fitted effect of over 50% in size
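In this qHTS, compounds that restore growth of yeast expressing TDP-43 appear as activators. Cells (OD600=0.02, galactose medium, raffinose-pregrown) are incubated with compound 24 hr at 30 deg C and growth is quantified by BacTiter-Glo.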
KB-3-1 cytotox: qHTS assay for MDR1-selective chemotherapeutics: Primary screen using the parental adenocarcinoma cell KB-3-1 | KB-3-1 viability, CellTiter-Glo ATP luminescence, 72 h | Potency, µM (doses to about 46.1 µM), without a hit: at the top dose activity change, negative = cytotoxic, usual class: cytotoxic | 400,000 compounds, 1.4% hits; note: % is set by controls: 0 for no effect and ±100 for the full control effect; nearly all actives have a fitted effect of over 60% in size
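Using CellTiter-Glo luminescence, growth of non-resistant KB-3-1 adenocarcinoma cells is assessed 72 h after pin-tool compound addition at 37 °C. Normalized responses across the concentration series yield fitted curves.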
HEK293 tox: qHTS of GLP-1 Receptor Inverse Agonists: Cytotox Screen; HEK293 cAMP-luciferase reporter cells, luminescence, 24 h; Potency, µM (top dose mostly 38.3 µM), for inactives: top-dose activity change, negative = inhibition, hits mostly inhibitors; 410,000 compounds, 0.13% hits; AID 624418, 2012;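 note: loss of luciferase light is scored as toxicity; % is set by controls: 0 for no effect and ±100 for the full control effect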
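1536-well qHTS counterscreen of the MLSMR; 200 cells/uL, 12 h pre-incubation, 23 nL cpd, 24 h at 37 deg C 5% CO2, luciferase detection reagent, 12 min RT, luminescence. Inhibition = undesired.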
GLP-1R inv ag: qHTS of GLP-1 Receptor Inverse Agonists (Inhibition Mode) | HEK293 GLP-1R CRE-luciferase, luminescence, 24 h; GLP-1R form is constitutively active | Potency, µM (titrated, usually from 38.3 µM), for the others: at the highest dose activity change, negative = inhibition, usual class: inhibitors | 410,000 compounds, 1.6% hits | AID 624417, 2012; note: % is set by controls: 0 for no effect and ±100 for the full control effect; nearly all actives have a fitted effect of over 55% in size
Target sequence (P43220 whole entry, looked up): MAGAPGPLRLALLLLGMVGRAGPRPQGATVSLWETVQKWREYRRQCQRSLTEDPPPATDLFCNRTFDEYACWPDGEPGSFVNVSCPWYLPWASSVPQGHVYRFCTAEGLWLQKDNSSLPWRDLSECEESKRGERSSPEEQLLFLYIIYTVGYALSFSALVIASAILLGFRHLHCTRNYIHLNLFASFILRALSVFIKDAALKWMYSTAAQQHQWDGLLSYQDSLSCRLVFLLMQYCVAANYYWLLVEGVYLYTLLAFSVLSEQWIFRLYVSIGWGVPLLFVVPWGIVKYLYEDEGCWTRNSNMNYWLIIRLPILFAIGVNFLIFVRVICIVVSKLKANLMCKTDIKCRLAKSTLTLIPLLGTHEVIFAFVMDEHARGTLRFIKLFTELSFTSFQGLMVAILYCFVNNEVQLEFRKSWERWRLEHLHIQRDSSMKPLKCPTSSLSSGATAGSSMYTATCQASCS
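HEK293 cells stably co-expressing a cAMP-responsive luciferase reporter and constitutively active GLP-1R were seeded, incubated 12 h, then exposed to compounds for 24 h at 37 C. Luminescence was read 12 min after detection reagent; inverse agonists lower signal.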
GLP-1R agonist: qHTS of GLP-1 Receptor Agonists. Potency, µM (highest dose often 45.6 µM), for inactives: at the top dose activation, actives largely listed as activators. HEK293 GLP-1R CRE-luciferase, luminescence, 4-6 h; cells express a hypersensitive GLP-1R form. AID 624172, 2012. 380,000 compounds, 0.007% hits; note: % of control where 0% means no effect
HT1080NT lethal: qHTS for induction of synthetic lethality in tumor cells producing 2HG: qHTS for the HT-1080-NT fibrosarcoma cell line; HT-1080-NT fibrosarcoma viability, CellTiter-Glo ATP luminescence, 48 h; Potency, µM (top dose mostly 46.1 µM), for the others: top-dose activity, negative = less viability, most hits filed as cytotoxic; 360,000 compounds, 1.6% hits; AID 686970, 2013;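 note: NT is the 2HG producing partner of a matched IDH1 knockdown line; 0% = DMSO-treated cells and -100% = media-only wells without cells; nearly all actives have a fitted effect of over 55% in size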
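Viability of the 2HG-overproducing fibrosarcoma line after 48 hours of compound exposure at 37 degrees C was determined by luminescence with CellTiter-Glo, and concentration-effect curves were then fitted and categorized.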
* hit, by the source's call; ? = inconclusive; · = no result given; [ ] = another dose, or the depositor's remark. Calls come from the whole dose curve; as a rule, active = well fitted curve in the direction sought with a large enough effect; inconclusive = small, poorly fitted or top-dose-only effect, or another doubt; inactive = no such curve, though single readings can be large; an effect the other way counts as inactive or inconclusive. Potency is the fitted concentration of half-maximal effect.

Fields – KB-V1 cytotox	HT1080 IDH1KD tx	SW480 rerep	TDP43 rescue	KB-3-1 cytotox	HEK293 tox	GLP-1R inv ag	GLP-1R agonist	HT1080NT lethal
> O=C1CCC/C1=c1\s/c(=C/c2cccnc2)c(=O)n1-c1ccccc1
  ·	-1%	-11%	-1%	·	-10%	23%	21%	2%
> C[C@@H]1CC[C@H]2C(=O)N3[C@@H](CC[C@@H](C)[C@@H]3c3ccc(Br)cc3)C(=O)N2[C@H]1c1ccc(Br)cc1
  ?	?	?	12%	?	2%	?	-1%	?
> Cc1nnc(SCC(=O)N(C)C2CCCCC2)n1C
  -11%	0%	-4%	-5%	-5%	-3%	3%	-22%	3%
> c1ccc2oc(-c3ccc(Nc4nc(N5CCOCC5)nc(N5CCOCC5)n4)cc3)nc2c1
  -3%	-1%	?	8%	6%	7%	9%	9%	-3%
> COc1ccc(NS(=O)(=O)c2ccc(C)c(NC(=O)c3ccc(C)c(S(=O)(=O)N4CCOCC4)c3)c2)cc1
  3%	-6%	1%	-2%	0%	-10%	11%	11%	-12%
> COc1ccccc1OCCCCCc1c(C)n[nH]c1C
  4.6µM*	3%	0%	-9%	?	2%	10%	23%	-18%
> O=c1[nH][nH]cc1C=Nc1cc(Cl)ccc1O
  ?	?	0%	4%	-12%	-2%	?	-10%	-14%
> CN(Cc1ccccn1)C(=O)C1CCC(=O)N(Cc2cccc(C(F)(F)F)c2)C1 (configuration not stated)
  0%	-1%	-20%	-3%	-15%	?	-23%	-1%	15%
> O=C(CCCN1C(=O)C(c2ccccc2)Oc2cccnc21)NCCc1ccc(Cl)cc1 (configuration not stated)
  -19%	-1%	2%	11%	16%	0%	?	15%	5%
> CC1CCN(c2nc3c(cc2C#N)COC(C)(C)C3)CC1
  ?	-2%	-2%	14%	0%	-3%	9%	25%	7%
> Cc1ccn2c(Nc3ccc4c(c3)OCO4)c(-c3ccc(N(C)C)cc3)nc2c1
  0%	·	·	0%	0%	-12%	?	·	·
> O=C(NC1(C(F)(F)F)N=C(c2ccccc2)N(C2CCCCC2)C1=O)c1ccccc1F (configuration not stated)
  ?	·	·	8%	?	18%	11µM*	·	·
> CC(CC(=O)Nc1ccccc1C(F)(F)F)c1ccccc1 (configuration not stated)
  -14%	1%	2%	-1%	-3%	12%	3%	-1%	-1%
> O=C(Cn1c(-c2cncs2)nc2ccccc21)NCc1ccccc1
  -1%	4%	-4%	10%	5%	-13%	-41%	-1%	3%
> c1ccn(CCc2ccncc2)c1
  6%	2%	3%	-10%	4%	-4%	8%	6%	7%
> CCOc1ccc(OCC(=O)OC(C)C(=O)NC2CCCC2)cc1 (configuration not stated)
  8%	7%	?	3%	18%	-3%	16%	-1%	7%
> CC1(C)CC(=O)C(C=NCCN2CCN(C(=O)c3ccc(F)cc3)CC2)=C(O)C1
  24%	-6%	-1%	?	19%	-1%	12%	4%	0%
> CC(C)Sc1nc(N2CCOCC2)c2c(c1C#N)CC(C)(C)SC2
  6.5µM*	-3%	-6%	0%	?	-7%	?	15%	-2%
> COc1cccc(C(=O)Nc2cc(-c3cn4cccnc4n3)ccc2C)c1
  ?	30%	3%	-24%	?	-2%[7.66 µM]	3%[7.66 µM]	0%	0%
> CNC(=O)N(C1=NCCCCC1)c1ccc(Br)cc1
  18%	-15%	-10%	8%	11%	-4%	-24%	-7%	9%
> CCCCn1c(C)cc(/C=C(\C#N)C(=O)O)c1C
  -4%	-7%	1%	2%	10%	-8%	26%	-2%	-1%
> COc1ccc(CNC(=O)CSc2nnc(NC(=O)C3CC3)s2)cc1
  ?	18%	1%	-11%	20%	-3%	15%	4%	16%
> CC1CC(C)CN(C(=O)COC(=O)CNS(=O)(=O)/C=C/c2ccccc2)C1 (configuration not stated)
  12%	0%	-11%	-16%	2%	-6%	20%	-8%	-2%
> CC(O)CNc1nc2c(c(=O)n(Cc3cccc(Cl)c3)c(=O)n2C)n1C (configuration not stated)
  29%	0%	3%	6%	0%	-30%	-1%	11%	0%
> Cc1cc(NC(=O)c2ccc(-c3ccc(Cl)cc3)o2)cc(-c2nc3ncccc3o2)c1O
  -1%	·	·	12%	-3%	-4%	1%	1%	·
> COc1ccc(N2CCN(C(=O)COc3ccc4c(C)c(C)c(=O)oc4c3C)CC2)cc1
  ?	10%	-9%	6%	9%	-25%	1%	10%	3%
> CNCc1cc(C)n(-c2cc(S(=O)(=O)N3CCOCC3)ccc2N2CCCC2)c1C
  12%	-1%	·	-7%	-9%	5%	?	-3%	-12%
> COc1ccc(-c2nc3ccc(NS(C)(=O)=O)cc3o2)cc1
  9%	·	·	29%	5%	0%	0%	·	·
> Nc1nc(SCc2ccc(Cl)cc2Cl)ns1
  -14%	-28%	9%	?	7%	0%	-8%	16%	3%
> Cn1cccc1C1CCCN1CC(=O)Nc1ccc(F)c(F)c1F (configuration not stated)
  -8%	-1%	8%	-10%	-16%	12%	-22%	8%	-11%[9.24 µM]

Single entries from above:
In GLP-1R agonist, Cc1cc(NC(=O)c2ccc(-c3ccc(Cl)cc3)o2)cc(-c2nc3ncccc3o2)c1O is entered as 1%
In GLP-1R agonist, Nc1nc(SCc2ccc(Cl)cc2Cl)ns1 is entered as 16%
In HEK293 tox, COc1ccc(-c2nc3ccc(NS(C)(=O)=O)cc3o2)cc1 is entered as 0%

Exported field by field: three of the compounds above.
mol: Cc1ccn2c(Nc3ccc4c(c3)OCO4)c(-c3ccc(N(C)C)cc3)nc2c1
- KB-V1 cytotox: 0%
- HT1080 IDH1KD tx: ·
- SW480 rerep: ·
- TDP43 rescue: 0%
- KB-3-1 cytotox: 0%
- HEK293 tox: -12%
- GLP-1R inv ag: ?
- GLP-1R agonist: ·
- HT1080NT lethal: ·

mol: c1ccn(CCc2ccncc2)c1
- KB-V1 cytotox: 6%
- HT1080 IDH1KD tx: 2%
- SW480 rerep: 3%
- TDP43 rescue: -10%
- KB-3-1 cytotox: 4%
- HEK293 tox: -4%
- GLP-1R inv ag: 8%
- GLP-1R agonist: 6%
- HT1080NT lethal: 7%

mol: O=C(CCCN1C(=O)C(c2ccccc2)Oc2cccnc21)NCCc1ccc(Cl)cc1 (configuration not stated)
- KB-V1 cytotox: -19%
- HT1080 IDH1KD tx: -1%
- SW480 rerep: 2%
- TDP43 rescue: 11%
- KB-3-1 cytotox: 16%
- HEK293 tox: 0%
- GLP-1R inv ag: ?
- GLP-1R agonist: 15%
- HT1080NT lethal: 5%

(more compounds)
Fields – KB-V1 cytotox	HT1080 IDH1KD tx	SW480 rerep	TDP43 rescue	KB-3-1 cytotox	HEK293 tox	GLP-1R inv ag	GLP-1R agonist	HT1080NT lethal
> COC(=O)Cn1c(=N)n(CCN2CCCCC2)c2ccccc21
  -4%	9%	-5%	15%	0%	-3%	0%	-1%	10%
> CCOC(=O)/C(=N\Nc1cc(Cl)ccc1Cl)N1CCN(C)CC1
  -14%	21µM*	0%	8%	5%	?	10µM*	1%	16µM*
> Clc1ccccc1-c1ncnc2ccc(Br)cc12
  5%	-30%	?	?	-7%	-3%	2%	?	?
> CCOC(=O)C1(C)CCN1C(=O)c1cc(OC)ccc1Br (configuration not stated)
  4%	12%	·	27%	0%	6%	26%	-3%	13%
> O=C(CCCC(=O)N1CCN(c2ccccc2F)CC1)N1CCN(c2ccccc2F)CC1
  -16%	6%	-2%	-1%	11%	-15%	1%	-8%	12%
> N#Cc1ccccc1Sc1ccccc1C(=O)Nc1ccccc1
  -19%	-4%	-3%	?	-20%	-24%	?	-2%	-6%
> COc1ccc2c(c1)C(C)=CC(C)(C)N2S(=O)(=O)c1ccc(Br)cc1
  3.3µM*	2.3µM*	18µM*	8%	4.1µM*	-18%	?	25%	3.3µM*
> Cc1c(Cl)cccc1NC(=O)CCN1CCC(C(N)=O)CC1
  -8%	0%	-1%	16%	18%	-21%	-2%	-3%	-1%
> O=C(Cc1csc(-c2ccccc2)n1)NCc1ccc(F)cc1
  -3%	-19%	-4%	?	-2%	-1%	?	5%	-16%
> CC1=CC(=O)C(Sc2ccc(C)cc2)=CC1=O
  -4%	?	·	0%	?	2%	6%	0%	21µM*
> CCCc1n(CC)c2ccccc2[n+]1CC(O)COC1CCCCC1 (configuration not stated)
  -3%	2%	13%	-12%	-8%	-9%	-9%	4%	-19%
> Cn1c(SCC(=O)N2CCCC2)nc2cccnc21
  -2%	6%	1%	0%	12%	-20%	8%	-5%	18%
> Cc1ccc(-n2nc(C)c3c(C)cc(=O)n(CC(=O)NCc4ccc(OC(C)C)cc4)c32)cc1
  -26%	·	·	-17%	4%	14%	1%	·	·
> O=C(CSc1ccc(-c2ccco2)nn1)NC1CCCC1
  ?	-1%	20%	8%	9%	0%	8%	6%	9%
> Cn1c(=O)c(/C(N)=N/OC(=O)c2ccccc2)cn(-c2ccccc2)c1=O
  -17%	-3%	3%	4%	?	5%	-19%	0%	-3%
> O=C(Nc1nc2ccccc2n1CCN1CCOCC1)c1cn(-c2ccccc2)nc1-c1ccccc1
  ?	?	?	10%	?	-27%	?	0%	?
> Cc1cc(NC(=O)CSc2nnc(-c3c[nH]c4ccccc34)n2-c2ccc(F)cc2)no1
  10%	-10%	-11%	-2%	2%	0%	-7%	7%	-7%
> CC(Oc1ccc(C(=O)c2ccccc2)cc1)C(=O)N1CCOCC1 (configuration not stated)
  -8%	0%	-2%	19%	2%	8%	-3%	-1%	0%
